Screens as filed in PubChem BioAssay.
EphA4 KYL inhibition: EphA4 ligand-binding antagonists – biochemical, colorimetric, mouse EphA4, primary screen (AID 689) | inhibition, % at 10 µM, or IC50 in µM where a hit was titrated | EphA4-AP binding to KYL peptide, pNPP A405; higher % means a stronger effect | 0.1% of 62,000 active; in the data active = a potency from the dose series; inactive = the rest, 99 in 100 with inhibition below about 22%
Numbers without * were called inactive; & = joins results of further samples. An excerpt. The share of hits here may be higher or lower than overall.

The opening 4 entries, to show the layout:
SMILES | EphA4 KYL inhibition
C=CCSC1=NC(N)=C(C#N)C2(CCCCC2)C1C(N)=O (stereo unspecified) | -11%
CCN(CC)S(=O)(=O)c1ccc2c(c1)nc(SCC(=O)N1CCOCC1)n2-c1ccccc1OC | 46%
COc1ccc(S(=O)(=O)Cc2ccc(C(=O)N3CCN(C4CCCCC4)CC3)o2)cc1 | -13%
CCOC(=O)c1ccc(N2C(=O)C3C4C=CC(C4=C(C)C)C3C2=O)cc1 (stereo unspecified) | -5%

Results, repeating the preview:
SMILES | EphA4 KYL inhibition
C=CCSC1=NC(N)=C(C#N)C2(CCCCC2)C1C(N)=O (stereo unspecified) | -11%
CCN(CC)S(=O)(=O)c1ccc2c(c1)nc(SCC(=O)N1CCOCC1)n2-c1ccccc1OC | 46%
COc1ccc(S(=O)(=O)Cc2ccc(C(=O)N3CCN(C4CCCCC4)CC3)o2)cc1 | -13%
CCOC(=O)c1ccc(N2C(=O)C3C4C=CC(C4=C(C)C)C3C2=O)cc1 (stereo unspecified) | -5%
COc1cc(C(O)P(=O)(OC(C)C)c2ccc(N(C)C)cc2)cc(OC)c1OC (stereo unspecified) | -1%
Cc1cccc(-n2ncc3c(NCCCN4CCCC4=O)ncnc32)c1 | -2%
Cn1c(=O)c(C(=O)Nc2ccccn2)c(O)c2ccccc21 | -3%
COC(=O)c1[nH]c2cccc(OC)c2c1NC(=O)CN1CCOCC1 | 2%
Cc1ccccc1-n1c(C)cc(C=O)c1C | 0%
CCCOc1ccc(C(=O)NCCCn2ccnc2)cc1 | 7%
O=C(CSc1ncn[nH]1)Nc1ccccc1F | 0%
O=C(Nc1cccc(C(=O)N2CCN(Cc3ccccc3)CC2)c1)c1ccccc1 | 2%

4 records drawn at random from the list so far:
SMILES | EphA4 KYL inhibition
Cc1cccc(-n2ncc3c(NCCCN4CCCC4=O)ncnc32)c1 | -2%
CCOC(=O)c1ccc(N2C(=O)C3C4C=CC(C4=C(C)C)C3C2=O)cc1 (stereo unspecified) | -5%
CCN(CC)S(=O)(=O)c1ccc2c(c1)nc(SCC(=O)N1CCOCC1)n2-c1ccccc1OC | 46%
COc1cc(C(O)P(=O)(OC(C)C)c2ccc(N(C)C)cc2)cc(OC)c1OC (stereo unspecified) | -1%

Later entries.
SMILES | EphA4 KYL inhibition
CCOC(=O)c1c(-c2ccccc2)nn(-c2ccccc2)c1C | 6%
O=S(=O)(Nc1ccc(O)c(-c2c(O)ccc3ccccc23)c1)c1ccccc1 | 9%
Cc1ccc(C(=O)NCCSC2CCCCC2)cc1S(=O)(=O)Nc1ccccc1 | 29%
COc1ccc(S(=O)(=O)N2CCC(C(=O)N3CCCC3)CC2)cc1 | 0%
O=C(Nc1ccc(S(=O)(=O)N2CCOCC2)cc1)c1ccc(Cl)s1 | -11%
CC(C)C1S/C(=N/N=C/c2ccco2)NC1=O (stereo unspecified) | 6%
COCCn1c(SCC(=O)c2cccc(OC)c2)nnc1-c1ccco1 | 0%
CC(C)COc1ccc(CSCCNC(=S)Nc2ccccc2)cc1 | 0%
CC(C)(C#CCN1CCCC1)OCCC#N | -6%
COc1ccc(CNC(=O)c2cc(-c3cccs3)on2)cc1 | -16%
CCC(=O)N1CCc2cc(S(=O)(=O)NCCC(=O)Nc3ccccc3C)ccc21 | -10%
Cc1ccc(OCC(=O)Nc2cc(C(=O)O)cc(C(=O)O)c2)cc1C | -14%
CCCc1ncc(C(O)c2ccc(OC)cc2)n1C (stereo unspecified) | -12%
O=C(NCCc1ccccc1)C1CCN(S(=O)(=O)c2cccnc2)CC1 | -4%
Cc1cc2ccccc2c(=O)n1CC(=O)NCC(=O)N1CCN(c2ccccc2F)CC1 | 6%
c1ccc(-c2noc(-c3ccc4ccccc4c3)n2)cc1 | -11%
Cc1ccccc1NC(=O)C(=O)NCCCN1CCOCC1 | -4%
Cc1cccc(-n2nnc(C(=O)NCc3ccc4c(c3)OCO4)c2N)c1 | -18%
O=C(CSc1ccc(-c2ccc(F)cc2)nn1)N1CCCCC1 | -13%
CCOC(=O)Cc1cn2c(=O)cc(CSCC(=O)Nc3ccc(C)c(C)c3)nc2s1 | -4%
O=C(CSc1nnc(CNc2ccc(F)cc2)o1)OC1CCCCC1 | -13%
Cc1cc(N2CCN(c3ccccc3)CC2)n2c(n1)nc1ccccc12 | 17%
O=c1c(-c2ccccc2)nc(-c2ccccc2)cn1O | -12%
O=C(CCN1CCN(c2ccc(Cl)cc2)CC1)Nc1ccccc1F | -7%
O=C(NCc1ccncc1)c1ccc(Cn2cc(C(F)(F)F)ccc2=O)cc1 | -11%
N#Cc1cc2c(nc1SCC(=O)Nc1sc3c(c1C#N)CCC3)CCCC2 | -10%
O=C(COc1ccccc1[N+](=O)[O-])Nc1ccc2oc(-c3cccc(Br)c3)nc2c1 | 3%
Cc1cc(C(=O)Nc2ccc3c(c2)OCCO3)co1 | 7%
COC(=O)c1ccc(NC(=O)c2cccc(Cl)c2)o1 | -16%
Cc1nonc1NC(=O)CSc1nnc(-c2ccoc2C)n1CC(C)C | -2%
Cc1noc(/C=C/c2ccco2)c1S(=O)(=O)N1CCC(C(=O)N2CCc3ccccc3C2)CC1 | 1%
C/C(CC(=O)Nc1ccccn1)=N\NC(=O)C(=O)Nc1ccccc1C | 0%
Cc1cccc2[nH]c(-c3ccc(NC(=O)c4ccco4)cc3)nc12 | -14%
COc1ccc(/C=C/C(=O)c2ccc(Cl)cc2)cc1 | -18%
Cc1ccc(SCCNC(=O)CN2C(=O)c3ccccc3S2(=O)=O)cc1 | -3%
COCCCN1C(=O)C(O)=C(C(=O)c2ccc(C)o2)C1c1cccc(Br)c1 (stereo unspecified) | -17%
N#Cc1ccccc1/C=N/Nc1nc(-c2ccccc2)c2cc(Cl)ccc2n1 | -3%
COc1cccc(N2C(=O)CC(Sc3nc4ccccc4s3)C2=O)c1 (stereo unspecified) | 3%
COc1ccc(CN2CCCC(C(=O)N(C)Cc3ccccc3)C2)cc1OC (stereo unspecified) | -3%
CCOC(=O)C(Nc1cccc(F)c1)c1ccccc1 (stereo unspecified) | -8%
O=C1CCCC/C1=C\Nc1ccccc1C(=O)O | -3%
Cc1cccc(C)c1NC(=O)CN(C)CC(=O)Nc1ccccc1Br | -16%
O=S(=O)(c1ccc2c(c1)OCCO2)N1CCN(c2nc3ccccc3s2)CC1 | -9%
CCOC(=O)C1=C(C)NC2=C(C(=O)C(C(=O)OCC)C(c3ccc(OC)cc3)C2)C1c1ccccn1 (stereo unspecified) | -6%
CC1CCCCN1C/C=C/c1ccccc1[N+](=O)[O-] (stereo unspecified) | 2%
COc1cccc(Nc2nnc(SCC(=O)N3CCOCC3)s2)c1 | 5%
NC1=NC2(CCCCC2)N=C(Nc2ccc(F)cc2F)N1 | -4%
Oc1ccccc1CNc1ncc(Br)cc1Br | -4%
O=C1CC(C(=O)NCc2ccccc2)C2(CCCC2)O1 (stereo unspecified) | -16%
CCOC(=O)CSc1nnc(CNC(=O)Cc2ccccc2)n1-c1ccccc1OC | -8%
CC(C)(C)c1ccc(-c2nnc(SCCN3C(=O)c4ccccc4C3=O)o2)cc1 | -2%
Cc1ccc(S(=O)(=O)NCC(=O)OCC(=O)N2CCc3ccccc32)cc1 | -5%
COCC(=O)NCCc1nc(-c2ccccc2)cs1 | -11%
Cc1ccc(C2NC(=S)NC3=C2N2CCC3CC2)cc1 (stereo unspecified) | 2%
N#CC1=C(O)C(c2ccccc2)n2c1nc(=O)c1ccccc12 (stereo unspecified) | 10%
CCOc1ccc(N2C(=O)CC(Cc3ccccc3)C2=O)cc1 (stereo unspecified) | -18%
O=C(COC(=O)c1cccc(S(=O)(=O)N2CCc3ccccc32)c1)NC1CCS(=O)(=O)C1 (stereo unspecified) | -4%
CCOC(=O)C1CCN(Cc2ccc(F)c(F)c2)CC1 | -29%
O=C(Nc1ccc(Cl)cc1)Nc1nnc(-c2cccc(Br)c2)s1 | -8%
O=C1/C(=C/c2cccc(Br)c2)SC(=S)N1CC(=O)N(CCO)c1ccccc1 | -2%

Some of the entries above in another layout.
| molecule | EphA4 KYL inhibition |
| --- | --- |
| CCOc1ccc(N2C(=O)CC(Cc3ccccc3)C2=O)cc1 (stereo unspecified) | -18% |
| O=C(COC(=O)c1cccc(S(=O)(=O)N2CCc3ccccc32)c1)NC1CCS(=O)(=O)C1 (stereo unspecified) | -4% |
| CCOC(=O)C1CCN(Cc2ccc(F)c(F)c2)CC1 | -29% |

Going on with the list.
SMILES | EphA4 KYL inhibition
O=C(O)c1ccccc1-c1ccc(/C=c2\sc3nc4cc(Br)cnc4n3c2=O)o1 | 20%
O=C(NCC1(c2ccccc2)CCCC1)c1cccc(Br)c1 | -16%
Cc1ccc(S(=O)(=O)Nc2nncs2)cc1 | -10%
COC(=O)c1cc(NC(=O)c2c(Cl)nc3sccn23)cc(C(=O)OC)c1 | 9%
CC(C)(C)C(=O)/C=C(N)/C=C/c1ccccc1 | -2%
COc1ccccc1OCCn1c(CO)nc2ccccc21 | -16%
O=[N+]([O-])c1ccc(NC(=S)N/C(=N/CS(=O)(=O)c2ccccc2)c2ccccc2)cc1 | 4%
CCOC(=O)c1c(NC(=O)c2c(C(=O)O)cccc2[N+](=O)[O-])sc(C)c1C | -5%
COc1ccccc1OCCCc1c(C)n[nH]c1C | 0%
O=C(NCc1ccc(Cl)cc1)c1cc(=O)nc2sc(-c3ccccc3)nn12 | 0%
Cc1ccc(-c2nc(CSCC(=O)NCCN3CCN(Cc4ccccc4)CC3)c(C)o2)cc1 | -2%
COC(=O)c1ccc(S(=O)(=O)NCc2cccc(OC)c2)n1C | 4%
O=c1sc2ccccc2n1CCOc1ccccc1 | 6%
CCOC(=O)Cc1cc(=O)n2[nH]c(C)c(-c3ccccc3)c2n1 | -10%
O=C(Cn1cnc2ccccc2c1=O)Nc1ccc2c(c1)OCCO2 | -9%
N#CC1=C(N)C(C#N)(C#N)C2(C(=O)Nc3ccccc32)C2CCCC=C12 (stereo unspecified) | 13%
O=C(NC1(C(F)(F)F)C(=O)Nc2c1c(=O)[nH]c(=O)n2Cc1ccccc1)c1ccc(Cl)cc1Cl (stereo unspecified) | -7%
O=CN1Cc2[nH]c3ccccc3c2N(c2ccc(Cl)cc2)C1=O | -18%
O=C(NCc1cccnc1)C1c2ccccc2C(=O)N1C1CCCCCCC1 (stereo unspecified) | -31%
Cc1nn(Cc2ccc(Cl)cc2)c(C)c1NC(=O)C1CC=CCC1C(=O)O (stereo unspecified) | -1%
CSc1ncccc1C(=O)OCc1ccccc1F | -5%
O=P(C1=C(N2CCOCC2)/C(=C\c2ccccc2)CC1)(N1CCOCC1)N1CCOCC1 | -12%
COc1ccc(OC(C)C(=O)N2CCC(C)CC2)cc1 (stereo unspecified) | -11%
Cc1cccc(N2C(=O)NC(=O)/C(=C\c3cc(C)n(-c4cccnc4)c3C)C2=O)c1 | 15%

Rewritten tab-delimited: four of the compounds above
Compound	EphA4 KYL inhibition
Cc1cccc2[nH]c(-c3ccc(NC(=O)c4ccco4)cc3)nc12	-14%
COc1ccc(/C=C/C(=O)c2ccc(Cl)cc2)cc1	-18%
Cc1ccc(SCCNC(=O)CN2C(=O)c3ccccc3S2(=O)=O)cc1	-3%
COCCCN1C(=O)C(O)=C(C(=O)c2ccc(C)o2)C1c1cccc(Br)c1 (stereo unspecified)	-17%

(next part)
SMILES | EphA4 KYL inhibition
COCCCNC(=O)c1c(N)n(-c2ccc3c(c2)OCO3)c2nc3ccccc3nc12 | 4%
O=C(c1cn[nH]c1)c1cc(F)ccc1O | -34%
COC(=O)c1ccccc1NC(=S)NC(=O)COc1ccccc1Cl | 0%
CON(C)S(=O)(=O)c1ccc2c(c1)NC(=O)C1CCCN21 (stereo unspecified) | -9%
CC(=O)c1c(N2CCCC2)[nH]c(-c2ccccc2)nc1=S | -1%
O=C(Nc1ccccc1C(=O)NCc1cccnc1)c1ccco1 | 2%
O=C(CSc1nnc(-c2ccccc2)n1Cc1ccccc1)N1CCOCC1 | -19%
Cc1c(NC(=O)CN(c2ccc(Oc3ccccc3)cc2)S(C)(=O)=O)c(=O)n(-c2ccccc2)n1C | 7%
O=c1c2ccccc2nnn1Cc1nnc(-c2ccccc2Br)o1 | -3%
COc1ccc(CCNC(=O)COc2ccc(-c3ccc(C)cc3)cc2)cc1OC | -7%
CCOC(=O)c1c(C)[nH]c(O)c1C=Nc1ccccc1 | -23%
O=C(CSc1nc2ccc([N+](=O)[O-])cc2[nH]1)c1ccc2ccccc2c1 | 12%&-9%
O=C(NC(Cc1ccc2c(c1)OCO2)C(=O)N1CCCC1C(=O)O)c1ccccc1 (stereo unspecified) | -10%
COc1ccc(NC(C)=O)cc1NC(C)C(=O)Nc1ccccc1F (stereo unspecified) | -34%
COc1ccc(N2Cc3cccc(C(=O)NC(C)CCc4ccco4)c3C2=O)cc1 (stereo unspecified) | 32%
O=C(CCNS(=O)(=O)c1cccs1)Nc1nccs1 | -24%
COc1ccccc1-c1coc2cc(OC(=O)c3ccco3)ccc2c1=O | 2%
COC(=O)C1=C(C)N(c2cccc(C)c2)C(=O)/C1=C\c1cccs1 | -5%
C=CCn1cc(F)c(=O)n(CC=C)c1=O | -4%
Cc1ccc2c(c1)N(CC(=O)NCC1CCCO1)C(=O)C(C)O2 (stereo unspecified) | -2%
Nc1ccccc1SCc1cc([N+](=O)[O-])cc2c1OCOC2 | -5%
COC(=O)C(CCSC)NC(=O)Cn1ncc2c(=O)oc3ccccc3c21 (stereo unspecified) | 5%
CCS(=O)(=O)Nc1ccc(C2=NN(S(=O)(=O)c3ccc(F)cc3)C(c3ccco3)C2)cc1 (stereo unspecified) | -3%
Cc1c(C(=O)c2no[n+]([O-])c2C(=O)c2cnn(C)c2C)cnn1C | -37%
Cc1ccc(OCC(=O)N/N=C/c2ccncc2)cc1 | -22%
CCOC(=O)C1CCCN(c2c(NCCCN(C)Cc3ccccc3)c(=O)c2=O)C1 (stereo unspecified) | 2%
O=C(COc1ncnc2c(Cl)cc(Cl)cc12)N1CCCCC1 | -8%
